# CBFb RUNX1 block – blocks binding between human CBF-beta and RUNX1; Q01196+Q13951; AlphaScreen CBFb-His/RUNX1-biotin binding, biochemical; Potency, µM (series often up to 59.8 µM), inactives show at the top dose activity, negative = inhibition, most hits filed as inhibitors; 230,000 tested, under 10 active; AID 1477; also: % of control where 0% means no effect
# Target sequence (Q01196 whole entry, looked up): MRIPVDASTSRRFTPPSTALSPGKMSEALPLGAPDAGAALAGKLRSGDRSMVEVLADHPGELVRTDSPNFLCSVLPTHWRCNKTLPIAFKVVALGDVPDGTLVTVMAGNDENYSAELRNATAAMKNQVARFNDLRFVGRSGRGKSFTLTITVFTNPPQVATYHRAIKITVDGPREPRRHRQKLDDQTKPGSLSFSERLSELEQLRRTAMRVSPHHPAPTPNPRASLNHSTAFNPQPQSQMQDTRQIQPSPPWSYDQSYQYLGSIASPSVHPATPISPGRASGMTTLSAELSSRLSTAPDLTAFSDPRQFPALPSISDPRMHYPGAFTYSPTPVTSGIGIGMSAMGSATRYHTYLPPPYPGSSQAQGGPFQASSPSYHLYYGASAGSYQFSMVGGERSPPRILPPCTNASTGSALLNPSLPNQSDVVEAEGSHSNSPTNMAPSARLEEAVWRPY
# Target sequence (Q13951 whole entry, looked up): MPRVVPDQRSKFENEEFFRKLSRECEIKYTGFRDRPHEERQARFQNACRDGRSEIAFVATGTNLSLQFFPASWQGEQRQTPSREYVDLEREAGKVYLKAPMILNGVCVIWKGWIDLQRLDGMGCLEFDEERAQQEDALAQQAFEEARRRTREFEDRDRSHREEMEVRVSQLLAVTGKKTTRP
#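 His-tagged CBF-beta and biotinylated RUNX1 (30 nM each) were premixed 20 min at room temperature, exposed to compound for 15 min, then given nickel-chelate and streptavidin AlphaScreen beads (50 ng each). After 90 min, AlphaScreen signal was read.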
# LMNA splice mod – modulators of lamin A splicing | HeLa LMNA splicing GFP/RFP minigene ratio, 48 h | Potency, µM (titrated, usually from 46.1 µM), for the others: at the top dose ratio change, negative = inhibition, hits mostly inhibitors | 0.01% of 200,000 active | AID 1487; active = well fitted inhibition curve with a large enough effect in the signal ratio, with a control signal flat, not every such curve was filed as active; inconclusive = small, poorly fitted or top-dose-only effect, or effect the other way, or a change in a side signal; the % refers to the signal ratio; also: potency is read from the fitted curve at half-maximal effect; % is scaled to controls: 0 for no effect and ±100 for the full control effect
#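 S3 HeLa cells stably expressing lamin A-EGFP splicing minigene plus DsRed2, 600 cells/well, 48 h compound exposure at 37C. Laser-scanning cytometry; analysed as GFP (500-530 nm)/RFP (575-640 nm) total intensity ratio; 0.5% DMSO vehicle.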
# IMPase Li inh – membrane-permeable IMPase blocker, potentiated with lithium; CHO-M1 cells, IP1 TR-FRET (IP-One), carbachol + lithium; Potency, µM (highest dose often 59.4 µM), for inactives: top-dose activity, negative = IMPase inhibition, actives largely listed as inhibitors; 0.35% of 210,000 active; AID 1457;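 also: IP1 builds up when IMPase is blocked and the TR-FRET signal falls; potency is read from the fitted curve at half-maximal effect; plate controls were basal vehicle for no effect and high inhibitor control for full effect; nearly all actives have a fitted effect of over 50% in size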
#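 Readout is a homogeneous TR-FRET IP1 immunoassay (Ex 320, Em 665 and 620), where raised cytosolic IP1 lowers signal. Cells were CHO-M1 treated 30 min at 37C with test compounds plus a little lithium; AC50 values came from Hill-equation fitting.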
# KinaseGlo FLuc – counter-screen: inhibitors of Kinase-Glo firefly luciferase. Q27757. Kinase-Glo luciferase, ATP luminescence, 8 min. Potency, µM (top dose mostly 38.3 µM), inactives show top-dose activity change, negative = inhibition, most hits filed as inhibitors. 0.28% of 200,000 active; also: potency is read from the fitted curve at half-maximal effect; % is scaled to controls: 0 for no effect and ±100 for the full control effect; nearly all actives have a fitted effect of over 60% in size
#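 Substrate mix (final 50 mM imidazole pH 7.2, 50 mM KCl, 7 mM MgCl2, 10 uM ATP, 0.01% Tween 20, 0.05% BSA) plus pin-tool compound, then Kinase-Glo detection mix; 8 min ambient, luminescence read.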
# SMN2 splice enh – increases expression of the SMN2 splice variant. 2.8% of 210,000 active. HEK293 SMN2-luciferase splicing reporter, luminescence, 30-36 h. Potency, µM (series often up to 46.1 µM), for inactives: at the top dose activity change, positive = activation, most hits filed as activators; also: potency is read from the fitted curve at half-maximal effect; % of control where 0% means no effect; nearly all actives have a fitted effect of over 55% in size
#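 qHTS luciferase splicing reporter: luminescence rises when SMN2 exon 7 is included in transfected HEK293 cells. Compound exposure lasted 30-36 h at 37C, with 4.5 mM final sodium butyrate as control, followed by a ONE-Glo read.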
# HttQ103 aggreg – reduces HttQ103-GFP aggregates in PC12 cells | Potency, µM (titrated, usually from 46.1 µM), for inactives: top-dose activity change, negative = inhibition, actives largely listed as inhibitors | 1.1% of 220,000 active | PC12 HttQ103-GFP aggregates, Acumen cytometry, 40 h; also: potency is read from the fitted curve at half-maximal effect; % is scaled to controls: 0 for no effect and ±100 for the full control effect; nearly all actives have a fitted effect of over 60% in size
#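 Compounds (qHTS titration) were added to PC12 cells expressing an ecdysone-driven HTT exon 1 Q103–GFP fusion after induction with 100 nM tebufenozide. Aggregate formation was measured as GFP objects in cell lysates.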
# HTT cytoprotect – Huntington cell model cytoprotection by ATP luminescence; Potency, µM (top dose mostly 56.4 µM), inactives show cytoprotection (ATP increase), actives largely listed as activators; PC12 HTT-Q103 induced, cytoprotection, ATP luminescence, 40 h; 0.14% of 230,000 active;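 also: potency is read from the fitted curve at half-maximal effect; % of control where 0% means no effect; nearly all actives have a fitted effect of over 45% in size; toxic huntingtin expression switched on by the ecdysone agonist tebufenozide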
#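 PC12 cells stably carrying ecdysone-inducible Htt exon 1 (Q103)–GFP were induced with 100 nM tebufenozide (final) alongside library compounds in a dose series. Cytoprotection was scored as retained ATP by ATPlite luminescence.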
# The depositor's hits bear a star; ? = inconclusive; · = no result given; & = joins results of further samples; [ ] = dose if it differs, or a comment. Unless noted, calls follow the shape of the dose curve; as a rule, active = well fitted curve in the direction sought with a large enough effect; inconclusive = small, poorly fitted or top-dose-only effect, or another doubt; inactive = no such curve, though single readings can be large; an effect the other way counts as inactive or inconclusive.
# Letter code: A = CBFb RUNX1 block; B = LMNA splice mod; C = IMPase Li inh; D = KinaseGlo FLuc; E = SMN2 splice enh; F = HttQ103 aggreg; G = HTT cytoprotect
Cc1cccc(NC(=O)CSc2nnc(CNC(=O)c3ccc(S(=O)(=O)N(C)C)cc3)n2-c2ccccc2)c1
  A = -12% | B = ? | C = 0% | D = -3% | E = 12% | F = 0% | G = -19%[10 µM]

CCN1C(=O)NC2=C(C(=O)c3ccccc32)C1c1ccccc1F (configuration not stated)
  A = -23% | B = -19% | C = 46%[activator][38.3 µM] | D = -2% | E = -4% | F = 3% | G = -21%

CCOc1ccccc1-c1nc2c([nH]1)c(=O)n(C)c(=O)n2C
  A = 4% | B = 11% | C = 8%[38.3 µM] | D = -5% | E = -14% | F = 6% | G = -17%[0.074 µM]

Cn1nc(-c2ccccc2)c(C(=O)NCC(=O)O)c1Cl
  A = -24% | B = 1%[46 µM] | C = 0% | D = 1% | E = 3% | F = 21% | G = ?

COc1ccc(/C=N\NC(=O)O)cc1
  A = · | B = · | C = -13% | D = -5%[7.66 µM] | E = -7%[9.22 µM] | F = · | G = -3%[10 µM]

O=C(COc1ccc(Cl)cc1)NCc1nnc(SCC(=O)Nc2ccccc2)o1
  A = 5% | B = 10% | C = 14%[38.3 µM] | D = 1% | E = 10% | F = 7% | G = -21%

Cc1cc(=O)oc2cc(OC(=O)CCN3C(=O)c4ccccc4C3=O)ccc12
  A = -2% | B = ? | C = 8.9µM* | D = -2% | E = 6% | F = 0% | G = -15%

O=C(CCCN1C(=O)c2ccccc2C1=O)Oc1ccc(Cl)cc1
  A = ? | B = -4% | C = 19%[38.3 µM] | D = -1% | E = -5% | F = 5% | G = 2%

CCOc1cc(/C=C/C(=O)c2ccc(O)cc2)ccc1OCC(=O)N(C)C
  A = 3% | B = ? | C = -4% | D = 1% | E = -13% | F = -13% | G = 3%[10 µM]

O=C(/C=C/c1cccc([N+](=O)[O-])c1)N1CCOCC1
  A = 1% | B = 0% | C = 8% | D = 0% | E = 4% | F = 11% | G = 26%[10 µM]

CCOc1ccc(-c2cc(NC(=O)Cn3ncc4c3-c3ccccc3OC4)on2)cc1OCC
  A = -4% | B = 9% | C = 8%[38.3 µM] | D = 1% | E = -14% | F = 30% | G = 14%

c1ccc(-n2c(-c3cccs3)nc3nc4ccccc4nc32)cc1
  A = 6% | B = -12% | C = 6% | D = 0% | E = -19% | F = -1% | G = 1%[10 µM]

CC(=O)c1cc2c(cc1NC(=O)CSc1nc3ccc(C)cc3[nH]1)OCO2
  A = -3% | B = ? | C = · | D = · | E = · | F = ? | G = -3%[10 µM]

Cc1ccc(NC(=O)c2cc(Cl)ccc2[N+](=O)[O-])cc1C
  A = -12% | B = 5% | C = 13% | D = 2% | E = 20% | F = -16% | G = 8%[0.074 µM]

CCCCC/C=C\C/C=C\C/C=C\C/C=C\CCCCCC(N)=O
  A = 11% | B = · | C = 14% | D = 0% | E = 5% | F = · | G = -6%

# Only HttQ103 aggreg, HTT cytoprotect and CBFb RUNX1 block, for five of the compounds above:
smiles | HttQ103 aggreg | HTT cytoprotect | CBFb RUNX1 block
COc1ccc(/C=N\NC(=O)O)cc1 | · | -3%[10 µM] | ·
O=C(COc1ccc(Cl)cc1)NCc1nnc(SCC(=O)Nc2ccccc2)o1 | 7% | -21% | 5%
Cc1cc(=O)oc2cc(OC(=O)CCN3C(=O)c4ccccc4C3=O)ccc12 | 0% | -15% | -2%
O=C(CCCN1C(=O)c2ccccc2C1=O)Oc1ccc(Cl)cc1 | 5% | 2% | ?
CCOc1cc(/C=C/C(=O)c2ccc(O)cc2)ccc1OCC(=O)N(C)C | -13% | 3%[10 µM] | 3%

# Next results follow.
# Letter code: A = CBFb RUNX1 block; B = LMNA splice mod; C = IMPase Li inh; D = KinaseGlo FLuc; E = SMN2 splice enh; F = HttQ103 aggreg; G = HTT cytoprotect
CC(C)Cc1nc(SCC(=O)Nc2ccc(S(N)(=O)=O)cc2)n[nH]1
  A = -3% | B = 5% | C = -11%[38.3 µM] | D = 2% | E = -25% | F = 1%[9.22 µM] | G = 2%

O=C(c1cc(Cl)ccc1[N+](=O)[O-])N1CCc2ccccc2C1
  A = 7% | B = 10% | C = 4% | D = 2% | E = -2% | F = -18% | G = 15%[0.074 µM]

Cc1cc(C)cc(C(=O)NCC(=O)OCC(=O)c2cc(C)n(CC(F)(F)F)c2C)c1
  A = 1% | B = -4% | C = 2% | D = -2% | E = -11% | F = 10% | G = ·

Cc1cc(C)n(-c2nc(NCCN(C)C)c3c4c(sc3n2)CCCC4)n1
  A = -5% | B = · | C = · | D = · | E = · | F = ? | G = -98%[inhibitor][10 µM]

C1CCc2nnc(-c3nnc4n3CCCCC4)n2CC1
  A = 7% | B = -6% | C = 31%[38.3 µM] | D = 1% | E = 19% | F = -3% | G = 29%[10 µM]

CCc1nc(N=C(N)N)nc2ccccc12
  A = 9% | B = ? | C = 16% | D = -4% | E = -55%[inhibitor] | F = -13% | G = -12%

COc1cc(/C=C2/NC(=O)N(Cc3ccccc3F)C2=O)cc(OC)c1O
  A = -1% | B = · | C = 6% | D = · | E = · | F = 10% | G = -42%[inhibitor]

N#Cc1ccc(Cl)cc1NC(=O)COC(=O)[C@H](CCC(N)=O)NC(=O)c1ccc(F)cc1
  A = -1% | B = -7% | C = 1% | D = 3% | E = -19% | F = 7% | G = ·

CSc1nc2ccccc2cc1/C=C(\C#N)c1ccc(Cl)cc1Cl
  A = 6% | B = -1% | C = 0%[38.3 µM] | D = -7% | E = -36%[inhibitor] | F = 8% | G = -23%

O=C(Nc1cc([N+](=O)[O-])ccc1N1CCOCC1)c1ccco1
  A = -6% | B = 17%[46 µM] | C = 11% | D = -2% | E = -3% | F = -10% | G = 16%[10 µM]

COC(=O)c1ccc(-c2ccco2)n1Cc1ccccc1Cl
  A = -10% | B = 7% | C = 14%[38.3 µM] | D = -1% | E = -1% | F = -10% | G = -7%

NC(=O)CC[C@@H]1NC(=O)[C@H](CO)NC(=O)c2cc([N+](=O)[O-])cc(I)c2NCC[C@@H](C(N)=O)NC1=O
  A = 4%[2.36 µM] | B = ? | C = -4% | D = -1% | E = -2% | F = -2% | G = ·

CC1CCCCC12NC(=O)N(CC(=O)Nc1ccccc1N1CCOCC1)C2=O (configuration not stated)
  A = -3% | B = · | C = 0% | D = 2% | E = 9% | F = 26% | G = 3%[10 µM]

CC1(C)CC(=O)c2cn3c(nc2C1)nc1ccccc13
  A = 3% | B = -3% | C = 26%[38.3 µM] | D = 0% | E = 6% | F = 3% | G = 9%

Cc1ccc(-c2ccc(CCC(=O)O)n2-c2cccc(O)c2)cc1
  A = -14% | B = -12% | C = 13%[38.3 µM] | D = -5% | E = -4%&11% | F = ? | G = 14%

# 3 compounds out of the list above, sorted by the number in CBFb RUNX1 block, highest first:
structure	CBFb RUNX1 block
O=C(c1cc(Cl)ccc1[N+](=O)[O-])N1CCc2ccccc2C1	7%
Cc1cc(C)n(-c2nc(NCCN(C)C)c3c4c(sc3n2)CCCC4)n1	-5%
Cc1ccc(-c2ccc(CCC(=O)O)n2-c2cccc(O)c2)cc1	-14%

# Other entries follow:
# Letter code: A = CBFb RUNX1 block; B = LMNA splice mod; C = IMPase Li inh; D = KinaseGlo FLuc; E = SMN2 splice enh; F = HttQ103 aggreg; G = HTT cytoprotect
N#C/C(=C(/O)COC(=O)c1ccc(O)cc1)c1nc2ccccc2[nH]1
  A = -20% | B = · | C = · | D = · | E = · | F = -13%[9.22 µM] | G = -40%[10 µM]

O=Cc1nc(-c2ccc(Cl)cc2)n2ccccc12
  A = 7% | B = -5% | C = 0% | D = 1% | E = -11% | F = 15% | G = -9%[10 µM]

O=c1[nH]cnc2ccsc12
  A = 6% | B = -20%[46 µM] | C = 2% | D = -4% | E = 12% | F = 4% | G = -16%

COC(c1ccccc1)c1nnc(CCC(=O)N2CCN(Cc3cccs3)CC2)o1 (configuration not stated)
  A = 1% | B = · | C = 12% | D = -6% | E = · | F = -7%[9.22 µM] | G = -15%[10 µM]

CCOC(=O)Cc1cc(=O)n2[nH]c(C)c(-c3ccccc3OC)c2n1
  A = -19% | B = 7%[46 µM] | C = 10% | D = 0% | E = · | F = 37%[9.22 µM] | G = 28%[10 µM]

Cc1oc(-c2ccccc2Cl)nc1CN1CCCCC1CO (configuration not stated)
  A = 3% | B = 9%[46 µM] | C = 3% | D = -4% | E = · | F = 6%[9.22 µM] | G = 11%[10 µM]

CCC(C)c1ccccc1NC(=O)COC(=O)C1=COCCO1 (configuration not stated)
  A = 5% | B = -2%[46 µM] | C = 1% | D = 3% | E = 12% | F = -6% | G = -7%

COc1ccc(-c2nnc3ccc(SC(C(C)=O)C(C)=O)nn23)cc1OC
  A = -2% | B = ? | C = -1%[38.3 µM] | D = 5% | E = -2% | F = -30% | G = -49%[inhibitor]

CC(C)(C)NC(=O)CSc1nnc(Cc2ccc3c(c2)OCO3)n1C1CCCCC1
  A = -4% | B = 1% | C = -9%[38.3 µM] | D = -6% | E = 9% | F = 3% | G = 3%[10 µM]

Cc1cccc(NC2=CC(=O)CC(C)(C)C2)c1C
  A = 4% | B = -12%[46 µM] | C = 1% | D = 1% | E = · | F = 4%[9.22 µM] | G = 15%[10 µM]

O=C(CN1C(=O)c2ccccc2C1=O)c1ccccc1
  A = 3% | B = 5% | C = 48%[activator][38.3 µM] | D = -2% | E = 2% | F = -22% | G = -5%

COc1ccc(N2CCN(C(=O)C(Cc3ccccc3)n3cccc3)CC2)cc1 (configuration not stated)
  A = ? | B = -10% | C = 12%[38.3 µM] | D = -1% | E = -31%[inhibitor] | F = -12% | G = -10%

COC(=O)c1cc(N2CCN(C)CC2)nc2ccccc12
  A = 14% | B = ? | C = 15% | D = 2% | E = 13% | F = 21% | G = ·

Cc1noc(C)c1CSc1nnc(-c2ccncc2)n1-c1ccc(Cl)c(Cl)c1
  A = -2% | B = -4% | C = -1%[38.3 µM] | D = -2% | E = -6% | F = -21% | G = -6%[10 µM]

O=C(OCc1ccccc1Cl)c1ccccc1C(=O)c1ccccc1
  A = 25% | B = 12% | C = 30%[38.3 µM] | D = 0% | E = 11% | F = -7% | G = 12%

C/C(=N\NC(=O)OC(C)(C)C)c1ccc(-n2ccnc2)cc1
  A = 15% | B = ? | C = 1% | D = 1% | E = 4% | F = -4% | G = -28%[10 µM]

# Assay outcomes from PubChem BioAssay.

# Outcome played no part in choosing rows; any-hit rate near 4%.
